AT treatment = potential ataxia-telangiectasia treatments restoring KAP-1 phosphorylation; […] A-T fibroblasts, KAP-1 phosphorylation AlphaLISA; neocarzinostatin DNA damage 30 min before lysis; Potency, µM (series often up to 57.5 µM), without a hit: top-dose activation, actives largely listed as activators; 320,000 compounds, 0.19% hits; AID 485349; further: potency means the concentration at half of the fitted maximal effect; % of control where 0% means no effect; nearly all actives have a fitted effect of over 45% in size
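ATM-like activity read as KAP-1 phosphorylation via AlphaLISA donor/acceptor antibody pairs after lysis and 6 hr at 25C. Cells were ATM-null patient fibroblasts ([…], hTERT), dosed 60 min, then exposed to the DSB inducer NCS for 30 min.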
TSHR antagonist = human thyrotropin receptor antagonism; AID 504810; TSHR-expressing cells, TSH-stimulated cAMP HTRF, 2 h; hits give low values; activity change, negative = inhibition, % at 11.5 µM; 330,000 compounds, 0.2% hits;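 active means activity change below a set negative limit, meaning inhibition stronger than a set level, cut at about -70% in these data; inconclusive means activity change between two set negative limits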; further: on the % scale 0 is the no-effect control and ±100 the full control effect
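TSHR-expressing cells, 200/well, pre-treated with compound, then stimulated with EC80 TSH (4nM final) for 2 hours at 37 deg C. cAMP measured by competitive HTRF: anti-cAMP cryptate antibody in lysis buffer plus cAMP-d2, read after 30 minutes at room temperature.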
hERG WT inh = inhibitors of human wildtype KCNH2 potassium channel | activity change, % at 1.84 µM | U2OS, BacMam KCNH2, thallium flux FluxOr; hits give low values | AID 720551 | 340,000 compounds, 0.37% hits;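 active means maximum activity change below -70%; inconclusive means maximum activity change between -70% and -50%; inactive means maximum activity change above -50%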; further: on the % scale 0 is the no-effect control and ±100 the full control effect
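U2OS cells were transduced with wild-type KCNH2 virus (2.03 x 10^8 / mL) for 4 h at room temperature, then cultured overnight at 37 C. Thallium flux was read with FluxOr dye. Rate constants were normalized to DMSO controls.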
Tb PFK inh = T. brucei PFK enzyme inhibition; O15648; T. brucei PFK, ADP-Glo luminescence; Potency, µM (doses to about 57.5 µM), for the others: top-dose activity, negative = inhibition, most hits filed as inhibitors; 330,000 compounds, 0.17% hits;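 further: potency means the concentration at half of the fitted maximal effect; 0% = uninhibited 1x PFK enzyme wells and -100% = no-enzyme wells; nearly all actives have a fitted effect of over 60% in size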
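In TEA buffer at pH 8.0 with 5 mM MgCl2, enzyme (1.25 nM) converted F6P (0.5 mM) and ATP (0.1 mM) for 45 min at room temperature. ADP product was read by luciferase luminescence.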
Giardia killer = Giardia lamblia killing. Giardia lamblia trophozoite viability. activity change, % at 7.66 µM, hits read low. 340,000 compounds, 0.15% hits. AID 540267; in the data active means activity change below about -80%; inconclusive means between about -30% and that limit;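 further: parasites exposed to compound for two days anaerobically before the ATP read; on the % scale 0 is the no-effect control and ±100 the full control effect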
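Trophozoite viability was measured as ATP-dependent luminescence, read 15-30 min after reagent addition. Before that, parasites at 100 cells/well were exposed to compounds for 48 h, anaerobically, at 37 deg C.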
FBPA coupling cs = inhibits coupling enzyme system, counter-screen for aldolase hits; coupling enzyme system counterscreen, AmpLite Red fluorescence; activity change, negative = inhibition, % at 58.2 µM, hits read low; 290,000 compounds, 0.67% hits; AID 2472; in the data active means activity change below about -30%; further: on the % scale 0 is the no-effect control and ±100 the full control effect
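Activity here indicates interference with the coupling reaction, not aldolase inhibition. Compounds at 57.5 uM final met coupling enzymes for 10 min at RT; substrate and AmpLite Red detection followed, with a 525/598 nm fluorescence read after 20 min.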
GALK inh = galactokinase (human) inhibition | P51570 | Purified GALK, Kinase-Glo residual ATP luminescence | Potency, µM (series often up to 57.5 µM), without a hit: top-dose activity change, negative = inhibition, usual class: inhibitors | 270,000 compounds, 0.007% hits | AID 1868; further: potency means the concentration at half of the fitted maximal effect; on the % scale 0 is the no-effect control and ±100 the full control effect
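Galactose (100 uM) and ATP (35 uM) were turned over by 5 nM GALK for 1 h at RT. Kinase-Glo Plus then converted the remaining ATP into a luminescent signal.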
MLL CXXC-DNA inh = MLL CXXC-DNA interaction inhibition; Potency, µM (doses to about 115 µM), inactives show at the top dose activity change, negative = inhibition, hits mostly inhibitors; Q03164; 290,000 compounds, 0.037% hits; MLL-CXXC / FITC-HOXA9 DNA fluorescence polarization; active means well fitted inhibition curve with a large enough effect in the polarisation, with a control signal flat, not every such curve was filed as active; inconclusive means small, poorly fitted or top-dose-only effect, or effect the other way, or a change in a side signal; inactive means no such curve, though single readings can be large or run the other way; the % refers to the polarisation; further: potency means the concentration at half of the fitted maximal effect
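Fluorescence polarization: 7 uM MLL-CXXC (stock) preincubated 5 min with compounds, then 50 nM fluorescein-HOX-A9 DNA (stock) added; 30 min ambient. Buffer 50 mM Tris-HCl pH 7.5, 50 mM NaCl, 1 mM DTT, 0.05% BSA.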
TCR act = T cell receptor activation; primary human leukocytes, anti-CD3, IL-2 HTRF, 48 h; Potency, µM (doses to about 9.22 µM), for the others: at the top dose activation of IL-2 secretion, most hits filed as activators; 330,000 tested, under 10 active; AID 504894; further: % of control where 0% means no effect
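TCR engagement came from a-CD3 beads alone, with compounds added to primary human leukocytes for 48 hr. Secreted IL-2 bridged europium cryptate- and d2-labelled anti-IL-2 antibodies, giving FRET emission at 665nm after 320nm excitation.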
BCR signal inh = chronic active BCR signaling inhibition; 340,000 compounds, 0.05% hits; Potency, µM (doses to about 46.1 µM), for the others: at the top dose ratio change, negative = lower green/red ratio, hits mostly inhibitors; ABC-DLBCL IkBa-CBG/CBR reporter, luminescence ratio, 4 h; active means well fitted inhibition curve with a large enough effect in the signal ratio, with a control signal flat, not every such curve was filed as active; inconclusive means small, poorly fitted or top-dose-only effect, or effect the other way, or a change in a side signal; the % refers to the signal ratio;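 further: potency means the concentration at half of the fitted maximal effect; plate controls were basal doxycycline-induced cells for no effect and cells given 10 µM MG132 for full effect; MG132 reads +100%, hits lower the ratio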
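TMD8 ABC-DLBCL cells carrying doxycycline-inducible green luciferase fused to IkappaBalpha plus unfused red luciferase were exposed to compounds (up to 46 uM) for 4 hrs at 37C. Activity came from the overlap-corrected green/red luminescence ratio.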
Numbers without * were called inactive; ? = inconclusive; . = no result given; [ ] = remark or other dose. Unless noted, the call rests on the fitted dose curve; in most records, active means well fitted curve in the direction sought with a large enough effect; inconclusive means small, poorly fitted or top-dose-only effect, or another doubt; inactive means no such curve, though single readings can be large; an effect the other way counts as inactive or inconclusive. This is a random part of the collection. About 1.6% of those tested had a hit in this group.

# | structure | AT treatment | TSHR antagonist | hERG WT inh | Tb PFK inh | Giardia killer | FBPA coupling cs | GALK inh | MLL CXXC-DNA inh | TCR act | BCR signal inh
1 | O=C(c1ccco1)N1N=C(c2cccs2)CC1c1cc([N+](=O)[O-])ccc1O (configuration not stated) | -2% | -21 | -5 | -7% | -17 | . | -6% | -20% | 6% | ?
2 | COc1ccc(C(=O)NC(=O)Nc2cc(C)ccn2)cc1 | -1% | 1 | 4 | -3% | ? | -2 | -2% | -3% | 4% | ?
3 | CC(C)n1c(-c2ccncc2)n[nH]c1=S | -5% | 4 | 8 | 1% | 14 | -1 | 4% | -2% | -2% | 6%
4 | Clc1ccccc1Cn1nnc(-c2ccccc2)n1 | 22µM* | 37 | 9 | 6% | -8 | 3 | 1% | 6% | 6% | 1%
5 | Cc1ccc(NC(=O)CN2C(=O)S/C(=C\c3ccc(-c4cccc(C(=O)O)c4C)o3)C2=O)cc1 | -12% | -6 | . | 3% | . | 4 | -3% | ? | . | -4%
6 | COc1ccc(OCc2cc(=O)c3ccc4c(c3o2)C=CC(C)(C)O4)cc1OC | 4% | -16 | 7 | 8% | -13 | . | . | . | -9% | -15%
7 | Cc1ccccc1N1CCN(C2CCCN(C(=O)c3cn4c(C)cccc4n3)C2)CC1 (configuration not stated) | 19% | 23 | -18 | -1% | -8 | . | -4% | 8% | -1% | ?
8 | COc1ccc(NC(=O)c2ccc(NCC3CCCO3)c([N+](=O)[O-])c2)cc1 (configuration not stated) | -5% | -3 | 5 | -5% | -15 | -1 | 5% | -8% | . | ?
9 | O=C(NC1=NCCS1)c1ccc([N+](=O)[O-])cc1Cl | -3% | 4 | 5 | 2% | -23 | 4 | 2% | -1% | -1% | 0%
10 | COc1cc(NC(=O)c2cc(-c3cccnc3)nc3ccc(Br)cc23)cc(OC)c1 | -4% | -10 | 16 | 0% | 5 | 2 | -1% | 12% | 2% | 0%
11 | Cc1nc2cccc(C(=O)Oc3ccc([N+](=O)[O-])cc3)c2o1 | -3% | 12 | 7 | 1% | -12 | -1 | 4% | 14% | -3% | -4%
12 | c1ccc(-c2ccccc2OCc2nnc3n2CCC3)cc1 | 1% | -2 | -11 | 2% | 3 | 2 | 1% | 16% | 0% | 1%
13 | CSc1ccccc1NC(=O)c1ccoc1C | -2% | -4 | -4 | -9% | 1 | 0 | 0% | 29% | 0% | -1%
14 | CC(C)=CC(=O)Nc1nnc(-c2ccc(F)cc2)s1 | 5% | 2 | -2 | -10% | -17 | 1 | 1% | 13% | . | 14%
15 | CC(C)N(CC#CCC(O)(c1ccccc1)c1ccccc1)CCO | -3%[11.5 µM] | 10 | -7 | -1% | -4 | 2 | 1% | 14% | 0% | 1%
16 | O=C(/C=C/c1c(F)cccc1Cl)Nc1ccc(S(=O)(=O)Nc2ncccn2)cc1 | -2% | 7 | -2 | 0% | -8 | 2 | -4% | ? | 2% | 1%
17 | Cc1cc(C)c(S(=O)(=O)NCC(c2ccc3c(c2)OCO3)N2CCOCC2)c(C)c1 (configuration not stated) | -2% | -1 | -3 | 1% | 9 | . | . | . | 2% | 1%
18 | CC1(c2ccc3ccccc3c2)NC(=O)N(CC(N)=O)C1=O (configuration not stated) | 4% | -6 | 8 | 5% | -3 | -2 | 0% | 4% | 12% | -3%
19 | COC(=O)C1=C(C)N(C)C(=O)NC1c1ccc([N+](=O)[O-])o1 (configuration not stated) | 8% | -7 | . | 0% | -87* | -3 | -2% | 1% | -2% | ?
20 | Cc1nc(N2CCOCC2)c2c(C)c(C(=O)Nc3ccc(F)cc3Cl)sc2n1 | 0% | 44 | -7 | -5% | 3 | 0 | -3% | 1% | -1% | 2%
21 | COc1ccc(S(=O)(=O)NC(C)C(=O)N2CCCCCC2)cc1 (configuration not stated) | 7% | 0 | 3 | 1% | -4 | 1 | -3% | 5% | -1% | 5%
22 | O=C(Nc1sccc1C(=O)N1CCOCC1)c1cccnc1 | -12% | 13 | 23 | -13% | -13 | -1 | -3% | 12% | 0% | ?
23 | COc1ccc(NC(=O)CCc2ccccc2)cc1S(=O)(=O)N1CCOCC1 | 2% | -3 | 17 | -1% | -5 | . | . | . | . | 0%
24 | CC(C)CCNC(=O)c1nnc(Cc2ccc(Cl)cc2)o1 | -3% | 0 | 4 | 7% | 19 | 2 | 2% | 17% | -7% | ?
25 | CC(C)C[C@H](NC(=O)[C@@H](Cc1ccccc1)n1c(=O)[nH]c2ccccc2c1=O)C(=O)N[C@@H](Cc1ccccc1)C(=O)O | -5% | -12 | -3 | 0% | 3 | -1 | . | -17% | 4% | ?
26 | C/C=C/C=C\C(=O)Nc1cccc(C2=NOC3(C2)C[C@@H](C(N)=O)N(C(=O)c2cc([N+](=O)[O-])cc([N+](=O)[O-])c2C)C3)c1 (some centres not stated) | 26% | 1 | -18 | -4% | 29 | 1 | -3% | 11% | -7% | ?
27 | COc1ccc(-n2nnnc2/C=C/Nc2cc(C(F)(F)F)ccc2OC)cc1 | 3% | -23 | -1 | 2% | 7 | -3 | -2% | 4% | 1% | -13%
28 | COc1ccccc1Oc1ccc(Oc2ccccc2OC)cc1 | 26% | 3 | -21 | -3% | 9 | -6 | 1% | -1% | 0% | ?
29 | O=C(c1ccccc1)N1CCC(c2nc3c(nnn3Cc3ccco3)c(=O)[nH]2)CC1 | -2% | -14 | 13 | -6% | ? | 2 | 1% | 12% | -2% | 2%
30 | COC(=O)c1ccc(CSC2=NC[C@@H]3[C@@H]4C(=O)N(C)C(=O)[C@@H]4[C@](C)(C(=O)OC)N23)cc1 | -4% | 12 | -5 | 10% | 2 | . | . | . | -7%[46.1 µM] | 11%
31 | CC(C)CCN1CCN(C2CCN(c3ccccc3)CC2)CC1CCO (configuration not stated) | -1% | 1 | 28 | -8% | 4 | 3 | 4% | -2% | -4% | 1%
32 | CCOc1ncccc1C(=O)OCCCC(=O)c1ccc(Br)cc1 | 21% | -29 | -18 | -1% | 9 | . | . | . | -2% | -8%
33 | O=C(Cc1nc2ccccc2[nH]1)c1ccc(Cl)cc1 | -6% | 2 | -13 | 4% | -3 | -6 | -1% | -2% | -4% | 0%
34 | NS(=O)(=O)c1ccc(Cl)c(C(=O)Nc2ccccc2[N+](=O)[O-])c1 | 0% | 5 | 4 | -3% | -2 | -1 | 1% | -5% | 3% | ?
35 | Cc1cccc(-n2c(C)cc(C)c(C#N)c2=O)c1 | 6% | -6 | 8 | 8% | -7 | -4 | 0% | -5% | -7% | ?
36 | Cc1ccc(Cn2ncc3c(NCCCN4CCOCC4)ncnc32)cc1 | 0% | -3 | -7 | -3% | 11 | 3 | 1% | -1% | 4% | 2%
37 | N#Cc1cccc(Nc2c3c(nc4ccccc24)CCC3)c1 | 3% | 0 | 6 | -11% | 1 | 0 | . | -1% | -3% | -4%
38 | O=S1(=O)CCN2C(Cc3ccc(SC(F)F)cc3)=CSC2=N1 | 0% | -5 | -10 | -3% | -3 | 3 | 8% | -1% | -3% | 4%
39 | O=C(OCc1cc2ccccc2[nH]c1=O)c1ccccn1 | 9% | -1 | 2 | 7% | 20 | 0 | 6% | 3% | -1% | -2%
40 | O=C(CSc1ncn[nH]1)Nc1ccc(S(=O)(=O)N2CCCC2)cc1 | . | -1 | -1 | -6% | -11 | -1 | 1% | -19% | -15% | -6%
41 | O=C(NC(=S)Nc1cccnc1Cl)c1ccc(Cl)cc1 | 24% | -5 | 6 | 4% | 6 | 0 | 0% | -6% | 5% | .
42 | Cc1ccc(-n2nnnc2SCC(=O)Nc2ccc(N3CCN(C)CC3)cc2)c(C)c1 | -5% | -2 | 22 | 5% | -30 | . | -1% | 3% | -26% | 4%
43 | Cc1[nH]c2ccccc2c1/C=C/C(=O)c1ccccc1 | 7% | -27 | -28 | 1% | -12 | 0 | 1% | 1% | -1%[46.1 µM] | ?
44 | CC(C)(C)NC(=O)CN1C(=O)/C(=C/c2ccccc2)SC1=S | 1% | 3 | 2 | 4% | -5 | -1 | 1% | -9% | -3% | 0%
45 | O=C(NCCc1ccccc1)c1c(O)c2cccc3c2n(c1=O)CC3 | 11% | -15 | 10 | -8% | -27 | -3 | -2% | 1% | 2% | ?
46 | CCn1cc(C(=O)NCc2ccco2)c(=O)c2cc(S(=O)(=O)N3CCc4ccccc4C3)ccc21 | 1% | -9 | -12 | -1% | -23 | 0 | 2% | -6% | -4% | ?
47 | CCOc1ccc(CCNS(=O)(=O)c2ccc3c(c2)NC(=O)CO3)cc1OCC | 6% | 6 | 0 | 2% | -15 | . | 0% | 7% | 1% | -4%
48 | O=C(NCCCN1CCOCC1)c1c(O)c2cc(Br)cc(Br)c2[nH]c1=O | -1% | -1 | 5 | 0% | 5 | 0 | 2% | -5% | -1% | 0%

Bioassay records: PubChem, National Center for Advancing Translational Sciences (NCATS)
